High-throughput results from PubChem.
ADAM17 inh = inhibitors of human ADAM17; actives 0.83% (n = 370,000); inhibition, % at 6.95 µM; recombinant ADAM17, EDANS/DABCYL FRET peptide cleavage;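 active means inhibition above the mean of compounds lying between control limits plus 3 SD, set per campaign, cut at about 8.5% in these data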;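 further: 0% = DMSO-only wells as the low control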
Target sequence (P78536 215-824 limits assumed): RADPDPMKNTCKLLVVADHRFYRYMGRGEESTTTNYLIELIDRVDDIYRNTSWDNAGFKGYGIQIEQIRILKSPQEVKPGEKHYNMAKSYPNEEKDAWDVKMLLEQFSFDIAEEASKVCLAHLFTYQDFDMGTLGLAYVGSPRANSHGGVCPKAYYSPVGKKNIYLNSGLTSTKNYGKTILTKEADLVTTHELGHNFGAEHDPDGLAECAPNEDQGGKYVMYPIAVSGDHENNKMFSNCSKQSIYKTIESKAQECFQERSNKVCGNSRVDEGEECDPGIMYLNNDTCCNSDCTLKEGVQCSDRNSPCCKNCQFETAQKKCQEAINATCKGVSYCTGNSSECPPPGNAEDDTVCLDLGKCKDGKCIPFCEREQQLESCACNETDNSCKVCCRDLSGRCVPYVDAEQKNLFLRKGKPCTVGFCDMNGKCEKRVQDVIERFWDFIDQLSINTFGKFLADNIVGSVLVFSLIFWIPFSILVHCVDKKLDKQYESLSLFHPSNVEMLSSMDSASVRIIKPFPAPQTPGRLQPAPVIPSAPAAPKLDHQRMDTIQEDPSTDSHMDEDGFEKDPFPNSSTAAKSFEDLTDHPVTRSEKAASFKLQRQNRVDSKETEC
Tn7 DDE FP = disrupts Tn7 cyclic peptide binding to fibrin D-Dimer-E complex | inhibition, % at 8.3 µM | P02675 | actives 0.13% (n = 370,000) | AID 720508 | FP displacement of FITC-Tn7 peptide from fibrin DD(E); 0% = median of compound wells per plate;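 active means inhibition above the mean of compounds falling within the control limits plus 3 SD of them, cut at about 14% in these data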;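 further: 0% = plate median of compound wells and 100% = 10 µM Aha-Tn7 peptide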
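Assay system: Human clot-derived fibrin DD(E) complex | Buffer or medium: Tris/NaCl/CaCl2 buffer, pH 7.8 | Repeats: One replicate per compound | Benchmarks: Aha-Tn7 high control | Measure: % inhibition scaled between sample-field median and high-control FP | Schedule: 10 min plus 3 h, room temperature | Signal: Fluorescence polarization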
LEDGF integ inh = blocks HIV-1 LEDGF/p75-dependent DNA integration; inhibition, % at 3.7 µM; actives 0.64% (n = 370,000); TR-FRET IN-LEDGF/p75 DNA integration, Eu/Cy5; AID 743269;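 active means inhibition above the screen-wide mean plus 3 SD, cut at about 13% in these data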;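 further: signal is the Cy5 over europium emission ratio at 671 and 618 nm; 0% = plate median of compound wells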
PLC-gamma1 inh = PLC-gamma1 (human) inhibition, primary screen; actives 0.84% (n = 370,000); inhibition, % at 12.2 µM; purified PLC-gamma1, fluorogenic substrate, fluorescence; AID 720700; in the data active means inhibition above about 9.5%
KLK7 zymogen act = activates the human kallikrein-7 zymogen; activation, % at 7 µM; actives 0.9% (n = 370,000); AID 652039; P49862; purified proKLK7, EDANS-DABCYL substrate fluorescence; 100% is mature enzyme control, 0% vehicle;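 active means activation above the mean of all tested compounds plus 3 SD, computed per campaign excluding outliers beyond control limits, cut at about 13% in these data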
Target sequence (P49862 whole entry, looked up): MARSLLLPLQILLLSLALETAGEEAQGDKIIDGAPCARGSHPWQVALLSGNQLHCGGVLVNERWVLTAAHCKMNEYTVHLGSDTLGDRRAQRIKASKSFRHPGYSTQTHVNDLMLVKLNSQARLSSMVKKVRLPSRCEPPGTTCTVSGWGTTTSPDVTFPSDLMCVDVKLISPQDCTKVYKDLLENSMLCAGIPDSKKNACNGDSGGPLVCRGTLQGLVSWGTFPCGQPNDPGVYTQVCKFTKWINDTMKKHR
TDP2 inh = TDP2 (human) inhibition, absorbance primary screen; AID 720702; inhibition, % at 12.8 µM; actives 0.34% (n = 370,000); recombinant TDP2, T5PNP hydrolysis, p-nitrophenol absorbance 415 nm;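 active means inhibition above the mean of all tested compounds plus 3 SD, set per campaign, cut at about 25% in these data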;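 further: 0% = DMSO with enzyme and 100% = buffer with substrate but no TDP2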
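Evaluation: % inhibition relative to enzyme-containing and enzyme-free wells. Material: recombinant human TDP2. Benchmarks: enzyme-free and DMSO wells. Timing: enzyme reaction with compound for 2 h at 37 °C. Compound dosing: 12.8 µM only. Measured by: p-Nitrophenol epi absorbance. Reagent: T5PNP substrate at 5 mM, a TopII-DNA adduct mimic. Replication: single well per compound.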
ASAP1 inh = inhibitors of human ASAP1 ArfGAP activity | ASAP1-stimulated ARF1 GTP hydrolysis, GDP FP detection | actives 0.19% (n = 360,000) | Q9ULH1 | inhibition, % at 16.5 µM; in the data active means inhibition above about 25%;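 further: 0% = vehicle with enzyme and substrate and 100% = no enzyme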
ADAM10 inh = inhibits human ADAM10. inhibition, % at 7 µM. actives 0.62% (n = 370,000). AID 720582. recombinant ADAM10, EDANS/DABCYL FRET peptide cleavage, 3 h;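 active means inhibition above a per-campaign cutoff equal to the mean of compounds falling between control-based bounds plus 3 SD, cut at about 20% in these data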;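 further: 0% = DMSO wells while the 100% control is not disclosed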
ARFGAP1 inh = rat ARFGAP1 inhibition; inhibition, % at 16.5 µM; actives 0.26% (n = 360,000); Q62848; Arfgap1-stimulated ARF1 GTP hydrolysis, GDP FP detection;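 active means inhibition above a per-plate limit, mean inhibition of low control wells plus 3 SD, cut at about 25% in these data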;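 further: 0% = DMSO wells with enzyme and 100% = wells lacking Arfgap1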
Target sequence (Q62848 1-136 limits assumed): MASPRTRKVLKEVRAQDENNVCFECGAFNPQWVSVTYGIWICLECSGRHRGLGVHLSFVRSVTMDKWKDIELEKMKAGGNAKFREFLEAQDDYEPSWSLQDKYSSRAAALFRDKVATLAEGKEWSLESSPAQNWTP
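Material: rat Arfgap1 catalytic domain, aa 1-136; also added: human ARF1(Δ1-17)-GTP substrate; compound dosing: one concentration, 16.5 µM, DMSO 1.26%; incubation: GTP hydrolysis reaction 2 h at 25 °C; measured by: Tracer-displacement fluorescence polarization with EDTA stop, 620/688 nm; evaluation: % inhibition from polarization; repeats: one replicate per compound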
DDE Tn6 FP inh = disrupts Tn6 cyclic peptide binding to fibrin D-Dimer-E complex; P02675; Fibrin DD(E) TRITC-Tn6 fluorescence polarization displacement; inhibition, % at 8.3 µM; actives 0.21% (n = 370,000); AID 720509;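 active means inhibition above a per-campaign cutoff: mean of compounds within control limits plus 3 SD, cut at about 15% in these data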;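 further: 0% = median of all compound wells on the plate and 100% = blocking peptide control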
* = called active by the depositor; / = no result given. The order is random; 4.2% or so of the library scored in one or more.

#	ADAM17 inh	Tn7 DDE FP	LEDGF integ inh	PLC-gamma1 inh	KLK7 zymogen act	SMILES	TDP2 inh	ASAP1 inh	ADAM10 inh	ARFGAP1 inh	DDE Tn6 FP inh
1	-1.7	-0.8	4.8	-1.9	0.1	COc1ccc(OC)c(S(=O)(=O)NCC(c2ccco2)N2CCc3ccccc3C2)c1 (stereo not drawn)	-0.3	14.2	4.8	-6.6	3.3
2	-1.4	2.7	-0.9	2.4	0.1	O=C(O)c1cc(NC(=O)c2cccc(C(=O)Nc3cc(C(=O)O)cc(C(=O)O)c3)c2)cc(C(=O)O)c1	-1.7	5.7	0.6	-8.2	5.4
3	-5.9	-0.4	0.6	0.8	-0.5	O=C(Nc1ccnn1C1CCN(Cc2ccc(CO)o2)CC1)c1ccccc1Cl	5.3	10.7	-14.0	-4.2	0.8
4	-4.3	7.3	0.8	-1.3	-1.4	O=C(/C=C/c1c(F)cccc1Cl)N1CCOCC1	7.2	10.1	2.2	5.4	-3.5
5	-4.3	10.8	-1.8	-0.2	0.4	Cc1cccc(NC(=O)C2CCC(CNC(=O)[C@@H]3Cc4ccccc4CN3)CC2)c1 (stereo partly drawn)	-5.6	8.4	0.4	2.2	2.2
6	-2.1	-1.6	2.2	-1.8	0.2	CN1CCN(C(=O)c2ccc(S(=O)(=O)c3ccc(Br)cc3)cc2)CC1	11.4	-6.8	-0.2	-0.8	2.7
7	1.0	-4.8	-1.5	13.5*	0.1	Cc1ccc(OCCCCNC(C)c2ccccc2)c(C)c1 (stereo not drawn)	-7.4	-5.3	8.2	4.2	1.4
8	-13.0	1.6	0.0	-7.2	0.1	Cc1cccn2c(=O)nc(SCC(=O)NCc3ccccc3)nc12	2.7	-10.1	-36.7	6.6	-0.1
9	-8.0	8.4	-0.1	-1.1	-0.1	O=C(c1ccc(S(=O)(=O)N2CCOCC2)cc1)N1CCN(c2ccccc2F)CC1	-1.1	-11.5	-4.1	1.6	-4.1
10	-3.7	2.7	0.2	-12.4	-0.2	Cc1cccc(C(=O)Nc2ccc(C(=O)N/N=C/c3ccc4c(c3)OCO4)cc2)c1	-1.4	4.1	-0.5	15.9	-3.0
11	-1.2	-6.3	0.8	0.9	0.7	O=C(CSc1ccc(Cl)cc1)NC1CCCC1	8.4	-0.4	-3.0	10.5	8.1
12	-0.7	0.9	0.7	4.6	0.0	CCOC(=O)c1cccc(NC(=O)CSc2nc3ccccc3c(=O)n2CCOC)c1	-0.1	-0.1	3.6	7.1	0.1
13	-0.8	-5.2	-0.7	-0.3	0.1	CC[C@H](C)[C@H]1CNC(=O)C(=O)N1CC1CCN(CC2CCC(C)CC2)CC1 (stereo partly drawn)	-8.6	10.1	-3.9	-2.9	-2.8
14	-3.1	-0.7	-1.5	2.2	0.2	CC(C)C[C@H](NC(=O)N1CC(=O)Nc2ccccc21)C(=O)N[C@H](Cc1ccccc1)C(=O)O	5.0	-21.5	-11.2	-6.7	-0.7
15	10.8*	-7.3	3.7	10.1*	-0.2	Cc1cc(OCC(=O)OCC(=O)NCc2ccc3c(c2)OCO3)ccc1Cl	-24.9	3.5	-5.2	-0.2	6.8
16	-3.0	5.8	3.5	0.5	-0.5	Cc1ccc(C(=O)OCC(=O)NC(C)c2ccccc2)s1 (stereo not drawn)	2.9	-3.3	-11.8	-12.5	0.0
17	-13.3	-1.6	-6.5	-48.0	-0.5	COc1ccc(C2=C/C(=C/c3cccnc3)C(=O)O2)cc1OC	-5.1	-5.3	-13.8	6.8	-6.5
18	-0.4	2.5	-1.6	-1.0	0.6	CSc1ncnc2c1ccn2CC(=O)Nc1ccc(C)c(C)c1	4.7	1.1	-0.2	3.6	2.3
19	-12.2	3.5	5.2	-94.6	0.3	Cc1cccc(C)c1NC(=O)C(c1ccc(C(F)(F)F)cc1)n1c(=O)c(-c2cc3ccccc3[nH]2)nc2ccccc21 (stereo not drawn)	7.8	9.3	-55.2	2.1	-4.7
20	1.9	-3.2	-3.1	3.3	0.3	COc1ccc(N(CC(=O)N2CCc3ccccc3C2)S(=O)(=O)c2c(C)[nH]c(=O)[nH]c2=O)cc1	0.6	6.5	-6.6	3.5	3.7
21	-2.8	2.5	-2.1	2.8	0.2	Cc1cc(C)n(CNc2nc(C(F)(F)F)cs2)n1	-0.6	2.3	3.2	6.9	-3.8
22	-4.4	-1.3	2.8	1.1	0.3	CN1CCN(NC(=O)c2cccs2)CC1	-6.1	-3.1	-5.9	-5.3	4.1
23	1.1	-2.5	5.2	3.9	-0.4	CCOCCOC(=O)c1cccc2c1-c1ccccc1C2=O	-2.2	-5.8	9.2	-5.7	-5.1
24	-6.7	-0.8	1.6	1.8	-0.5	Cc1ccccc1N(CC(=O)N/N=C/c1ccccc1Cl)C(=O)c1ccccc1	13.5	8.8	5.4	4.5	3.1
25	-4.1	3.1	1.7	-3.5	0.1	CCCc1cc(=O)[nH]c(SCC(=O)Nc2cc(S(=O)(=O)N3CCOCC3)ccc2Cl)n1	3.6	6.8	-2.7	-3.1	-7.4
26	1.9	-3.0	-1.7	11.5*	0.7	O=S(=O)(c1ccc(F)c(F)c1)N1CCN(Cc2ccc3c(c2)OCO3)CC1	-12.9	2.1	8.2	1.2	-9.5
27	-3.5	3.4	-3.0	0.6	0.1	CC(C)Oc1ccc(C(=O)NC2=NCCS2)cc1	8.2	-0.6	-6.8	2.4	-0.9
28	-7.0	-0.5	0.8	2.3	-0.6	CC1CN(Cc2ccco2)C(=S)N(c2ccccc2)C1=O (stereo not drawn)	-6.5	0.5	-5.4	0.6	3.0
29	-2.6	2.6	-1.6	0.3	-0.5	COc1ccc(C)cc1NC(=O)CSc1nnc(-c2n[nH]c3c2CCC3)n1N	6.0	/	-5.2	/	-2.1
30	-1.5	-2.6	-0.6	2.0	-0.4	COc1ccc(CCNC(=O)COC(=O)/C=C/c2ccc(OCC#N)c(OC)c2)cc1	-18.7	0.4	-0.8	0.6	-3.7
31	-2.4	3.6	-6.9	1.4	0.0	CC(C)c1ccc(/C=N/n2c(COc3ccccc3)n[nH]c2=S)cc1	-9.4	0.8	9.1	4.6	-1.7
32	-0.2	2.2	1.2	1.4	-0.2	CC(C)(C)N1CC23C=CC(C[C@@H]2C1=O)O3 (stereo partly drawn)	3.3	12.9	3.8	1.4	-2.9
33	6.9	0.4	-3.2	3.8	-0.4	CCC1(CC)C(=O)NC(=O)NC1=NCCc1ccc(O)cc1	-7.6	4.3	-14.1	6.1	-2.3
34	0.1	4.4	-1.5	1.2	0.0	CCOc1ccc(C2CC(c3ccc(F)cc3)Nc3nc(N)nn32)cc1 (stereo not drawn)	-3.4	-4.7	-6.7	-10.0	3.4
35	-1.5	-1.7	0.1	-9.2	-1.1	CN(CCCS(=O)(=O)[O-])c1ccc(/C=C/c2ccc3ccccc3[n+]2C)cc1	-5.8	14.3	-6.0	-3.8	2.8
36	-88.9	2.2	0.5	-264.5	2.1	CCOC(=O)CCn1c2nc(C)cc(C)c2c(=O)n1-c1ccccc1	-6.4	11.9	-265.1	-2.8	0.4
37	-4.4	-7.1	-2.5	2.3	0.5	CCc1nc(SCC(=O)Nc2c(C)n(C)n(-c3ccccc3)c2=O)n[nH]1	-2.3	-3.0	-5.2	10.8	7.8
38	-4.8	-4.2	0.8	1.1	0.3	CCOC(=O)c1c(NCCN(C)C)c2ccccc2[nH]c1=O	12.4	-9.8	-1.7	-5.2	11.6
39	3.4	-2.4	4.8	3.4	-0.4	O=C(Nc1cccc(O)c1)C1CCCN1C(=O)OCc1ccccc1 (stereo not drawn)	-12.7	-3.5	6.8	7.2	0.4
40	-8.2	3.0	-2.8	-2.1	0.2	CCc1nn(C(CC)C(=O)NCc2cccc(OC)c2)c(=O)c2cc3occc3n12 (stereo not drawn)	3.5	-5.1	-3.7	0.2	-5.6
41	-0.6	1.3	1.2	1.0	0.2	CCOCCCNC(=O)c1ccccc1SC	4.2	0.1	0.0	-3.1	8.0
42	-3.0	1.5	-5.8	0.3	0.0	COc1ccc(N=Nc2ccc(O)c3ncccc23)cc1	-4.5	-1.9	-3.8	-2.8	-5.4
43	7.2	-6.6	4.9	-4.1	0.2	COc1ccc(CC(N)c2csc(NC(=O)c3ccccc3OC)n2)cc1 (stereo not drawn)	-15.6	11.8	2.5	-14.0	-0.9
44	-3.0	1.7	0.6	1.6	-0.1	CCOC(=O)CSc1cc(CS(C)(=O)=O)nc(-c2ccccn2)n1	16.0	-7.3	-0.6	15.8	1.1
45	-4.0	-0.6	-0.6	-3.7	1.8	CCOc1ccccc1C1c2[nH]c3ccccc3c2C[C@H]2C(=O)N(C3CC3)CC(=O)N12 (stereo partly drawn)	-8.2	-12.6	10.4	5.1	6.9
46	-3.7	-0.8	1.6	0.0	-0.4	C=CCc1c(C)nc(SCC(=C)C)[nH]c1=O	7.6	6.0	-3.9	-5.9	0.8
47	-4.0	1.6	5.2	0.1	0.1	CCC(=O)N1c2ccc(S(=O)(=O)NCCc3ccc(OC)c(OC)c3)cc2CC1C (stereo not drawn)	-14.9	0.9	3.6	-7.8	-3.8
48	-9.1	0.8	2.2	-2.9	-0.5	O=C(Nc1ccc2c(c1)OCCO2)C1CCN(c2ncccn2)CC1	0.0	-4.6	-11.5	-0.2	4.4
49	1.4	3.1	3.3	0.2	-0.1	Cc1ccnc(N2CCCC(C(=O)Nc3cccc(C)c3C)C2)n1 (stereo not drawn)	3.4	-4.6	-15.8	-5.6	-9.8
50	-1.9	-7.3	-3.8	-0.5	-0.2	COc1ccc(CCC(=O)Nc2cc(Cl)ccc2OC)cc1	-4.2	2.4	-0.9	14.3	4.4
51	-5.0	6.9	-0.6	0.9	0.5	Cc1ccc2oc(C(=O)N(Cc3nccn3C)C(C)C)c(C)c2c1	3.7	1.4	-6.1	-8.1	-6.3
52	5.8	2.6	3.2	1.6	-0.3	O=C(c1ccc(COc2ccccc2Cl)o1)N1CCN(c2ccccc2)CC1	3.1	12.6	11.9	-3.1	1.4

Sorted by formula weight (high to low): part of the list above.
#	ADAM17 inh	Tn7 DDE FP	LEDGF integ inh	PLC-gamma1 inh	KLK7 zymogen act	SMILES	TDP2 inh	ASAP1 inh	ADAM10 inh	ARFGAP1 inh	DDE Tn6 FP inh
52	5.8	2.6	3.2	1.6	-0.3	O=C(c1ccc(COc2ccccc2Cl)o1)N1CCN(c2ccccc2)CC1	3.1	12.6	11.9	-3.1	1.4
51	-5.0	6.9	-0.6	0.9	0.5	Cc1ccc2oc(C(=O)N(Cc3nccn3C)C(C)C)c(C)c2c1	3.7	1.4	-6.1	-8.1	-6.3
41	-0.6	1.3	1.2	1.0	0.2	CCOCCCNC(=O)c1ccccc1SC	4.2	0.1	0.0	-3.1	8.0
